# AmpC detergent: qHTS Inhibitors of AmpC Beta-Lactamase (assay with detergent); P00811; AmpC hydrolysis of nitrocefin, absorbance 480 nm, 0.01% Triton; Potency, µM (doses to about 114 µM), for inactives: top-dose activity change, negative = inhibition, most hits filed as inhibitors; 370,000 tested, 0.041% active; AID 485294, 2010;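 also: potency is read from the fitted curve at half-maximal effect; 0% = no-compound wells and -100% = no-enzyme wells; nearly all actives have a fitted effect of over 25% in size; some results filed as inactive show a strong effect at the top dose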
#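 20 mM phosphate pH 7.0 + 0.01% (detergent screen) or 0.0001% Triton X-100; 5.3 nM AmpC reagent; cpd preinc 15 min RT; nitrocefin (800 uM stock) to start; A480 q20 s × 4 min; Activity was normalised to no-enzyme and no-compound control wells.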
# AmpC inh no detg: qHTS Inhibitors of AmpC Beta-Lactamase (assay without detergent); 330,000 tested, 0.52% active; Potency, µM (titrated, usually from 57.1 µM), for inactives: at the highest dose activity change, negative = inhibition, most hits filed as inhibitors; AmpC nitrocefin hydrolysis, absorbance 480 nm, 0.0001% Triton;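 also: potency is read from the fitted curve at half-maximal effect; plate controls were no compound for no effect and no enzyme for full effect; nearly all actives have a fitted effect of over 20% in size; some results filed as inactive show a strong effect at the top dose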
#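 AmpC (5.3 nM in the dispensed reagent) in 20 mM phosphate pH 7.0 with 0.01% (detergent screen) or 0.0001% Triton X-100 was preincubated with compounds for 15 min at room temperature. Nitrocefin was then added from an 800 uM solution, and hydrolysis was followed at 480 nm.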
# AMA1 RON2 block: qHTS for Inhibitors of AMA1-RON; Towards Development of Antimalarial Drug Lead: Primary Screen; Plasmodium falciparum AMA1 (3D7) - RON2 peptide interaction; AlphaScreen AMA1-biotinylated RON2 peptide binding; Potency, µM (series often up to 58.2 µM), without a hit: top-dose activity change, negative = inhibition, usual class: inhibitors; 360,000 tested, 0.2% active;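 also: potency is read from the fitted curve at half-maximal effect; 0% = vehicle wells and -100% = peptide control; nearly all actives have a fitted effect of over 45% in size; some results filed as inactive show a strong effect at the top dose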
#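 AMA1 (3D7) with his tag at 25 nM final met compounds first, then biotinylated RON2 peptide at 25 nM; detection used donor plus acceptor beads, 10 µg/mL apiece, read by AlphaScreen after 30 min at room temperature.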
# Sm TGR block: qHTS Assay for the Inhibitors of Schistosoma Mansoni Peroxiredoxins; purified TGR, DTNB reduction, TNB absorbance 405 nm; 360,000 tested, 3% active; AID 485364, 2010; Potency, µM (highest dose often 114 µM), for inactives: at the highest dose activity change, negative = inhibition, usual class: inhibitors; also: potency is read from the fitted curve at half-maximal effect; nearly all actives have a fitted effect of over 60% in size
#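 Kinetic colorimetric format: TGR-catalysed, NADPH-driven DTNB reduction monitored via TNB absorbance. Enzyme dispensed at 20 nM; compound exposure 15 min at room temperature before reaction start.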
# FBPA Giardia inh: qHTS Assay for Inhibitors of Fructose-1,6-bisphosphate Aldolase from Giardia Lamblia | A8B2U2 | purified Giardia FBPA | Potency, µM (series often up to 59.6 µM), for the others: top-dose activity, negative = inhibition, usual class: inhibitors | 290,000 tested, 0.71% active | AID 2451, 2010; also: potency is read from the fitted curve at half-maximal effect; nearly all actives have a fitted effect of over 55% in size
#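 40 nM FBPA preincubated 10 min at RT with compound (up to 57.5 uM final), then substrate plus GAPDH/TPI/NAD/arsenate coupling and diaphorase/resazurin added. Fluorescence read after 20 min at RT, 525/598 nm.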
# HCMV inh: qHTS Assay for inhibitors of the human cytomegalovirus (HCMV); activity change, negative = inhibition, % at 57.5 µM; AID 1259415, 2018; 410,000 tested, 4.5% active; HFF cells, HCMV-luciferase reporter, 72 h; active compounds read low; in the data active = activity change below about -60%; inconclusive = no clear call, values can overlap the other calls; inactive = above about -39%
#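 Steps: HFFs plated, 16 h 37C; compounds added; HCMV-luciferase added to MOI 1 PFU/cell; 72 h 37C; OneGlo reagent, 5 min room temperature; luminescence read, normalized to controls.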
# Active calls of the source: *; ? = inconclusive; · = not tested or not shown; & = joins results of further samples; [ ] = another dose, or the depositor's remark. Unless noted, calls follow the shape of the dose curve; as a rule, active = well fitted curve in the direction sought with a large enough effect; inconclusive = small, poorly fitted or top-dose-only effect, or another doubt; inactive = no such curve, though single readings can be large; an effect the other way counts as inactive or inconclusive. Unless noted, % is scaled to controls: 0 for no effect and ±100 for the full control effect.
SMILES | AmpC detergent | AmpC inh no detg | AMA1 RON2 block | Sm TGR block | FBPA Giardia inh | HCMV inh
O=C(Nn1c(-c2ccncc2)nc2ccccc2c1=O)c1ccc([N+](=O)[O-])cc1Cl | 2.8% | -10.8% | 8.1% | -5.2% | -1.7% | -20.0
Cc1ccc(OCC(=O)N(Cc2ccc(Cl)cc2)Cc2ccco2)cc1C | -5.3% | · | · | -4.5% | · | 0.4
CCOC(=O)CN1C(=O)N[C@@H](c2cccc(C(F)(F)F)c2)[C@@H](C(=O)OC)[C@H]1C | · | · | 15.5% | · | 7.9%[12.9 µM] | -13.5
C[C@H](NC(=O)c1ccccc1)C(=O)N1CCC2(CC1)NCCc1[nH]cnc12 | -4.1% | -18.3% | 3.5% | -9.6% | · | -36.3
CCOc1ccccc1OCC(=O)Nc1cccc(S(=O)(=O)N2CCCCCC2)c1 | 0.2% | -43.0% | -7.6% | -4.5% | · | 0.5
O=C(CCN1C(=O)C2C3CCC(C3)C2C1=O)OCC(=O)c1ccccc1 (centres undefined) | ? | -1.7% | -11.3% | 5.2% | · | 11.6
O=C(CC1(O)C(=O)Nc2cc(Cl)cc(Cl)c21)c1ccncc1 (centres undefined) | 0.8% | -14.9% | -4.6% | 1.4% | 3.4% | 38.8
O=C(NCc1ccccn1)C(=O)NCC1OCCN1S(=O)(=O)c1ccc(F)cc1 (centres undefined) | -3.1% | -3.1% | 96.1%[activator] | -23.3% | · | 17.8
CCN(CC)C(=O)C1CCN(Cc2ccc(Br)cc2)CC1 | -12.7% | 11.9% | ? | 26.3%[11.4 µM] | -12.5% | 13.3
COc1ccc(C(=O)Nc2cccc(OC)c2)cc1 | -0.1% | -21.8% | 8.0% | -28.2%[11.4 µM] | -15.8% | 142.8
O=C(Nc1ccc(F)cc1)c1cccnc1Oc1ccccc1 | -8.9% | -3.2% | 9.7% | 8.6% | -11.5% | 40.5
CCc1ccc(NC(=O)Cn2ccn(Cc3ccccc3OC)c(=O)c2=O)cc1 | 0.5% | · | · | 1.1% | · | -36.5
COc1ccc(C(=O)NC2CCN(C(=S)Nc3cccc(C)c3)CC2)cc1 | -7.1% | -51.1% | 9.6% | 5.6% | 5.3% | -24.1
Cc1csc(C(C#N)C(=O)c2ccncc2)n1 (centres undefined) | -11.6% | -16.6% | -10.5% | -1.0% | -19.8% | 0.4
O=C(Nn1c(=O)[nH]c2ccsc2c1=O)c1ccccc1 | ? | -5.6% | -0.6% | 6.4% | 3.9% | 33.0
O=c1ccc2ccc(OCc3ccccc3)cc2o1 | 3.4% | -25.5% | 3.2% | -6.2% | 1.5% | 20.4
CC(C)(C)[C@H]1COC(=O)[C@H](NC(=O)OCC2c3ccccc3-c3ccccc32)C/C=C\C[C@@H](CC(=O)N[C@H](CO)Cc2ccccc2)C(=O)N1 | · | 121.4%[activator] | 10.0% | · | · | -16.9
CC(=O)c1ccn(S(=O)(=O)c2ccc(Cl)cc2)c1 | 3.2% | -14.0% | -2.5% | 2.6% | -0.2% | -11.9
CCOC(=O)C1CCN(C(=O)c2cn(CCOC)c(=O)c3c2c2ccccc2n3C)CC1 | -5.0% | 104.1%[activator] | -13.2% | 6.1% | 0.4% | 36.8
NC(=O)CS(=O)C(c1ccccc1)c1ccccc1 (centres undefined) | -9.5% | -8.0% | · | ? | 7.7%&-1.5% | ·
COc1ccc(-c2nc3ccccc3o2)cc1NC(=O)c1ccc(Br)o1 | -4.8% | -3.5% | 2.7% | 0.2% | 1.3% | ?
O=C(Nc1ccc(SC(F)F)cc1)C1=CC=CN2CCS(=O)(=O)N=C12 | 3.4% | -17.0% | 0.7% | -3.9% | · | -35.4
CC(C)c1ccc(NS(=O)(=O)c2ccc3[nH]cc(C(=O)N4CCCC4)c(=O)c3c2)cc1 | -6.5% | · | · | -0.8% | · | 4.1
CCN(CC(=O)Nc1ccc(OC)cc1)C(=O)c1cc(-c2cccs2)nn1-c1ccccc1 | -19.9% | -20.0% | -15.2% | 2.7% | · | -13.7
CCC(C)c1ccccc1N1CC(C(=O)N2CCN(S(=O)(=O)c3cccc([N+](=O)[O-])c3)CC2)CC1=O (centres undefined) | -20.1% | 181.5%[activator] | -3.4% | -3.1% | · | -7.6
Cc1ccc(S(=O)(=O)Nc2nc3ccccc3nc2NCC2CCCO2)cc1C (centres undefined) | 2.8% | -27.4% | 14.2% | -5.3% | 6.5% | -26.7
Cn1c(=NC(=O)CS(=O)(=O)c2ccccc2)sc2ccccc21 | ? | -20.9% | 4.6% | 0.3% | · | -15.6
C=CCNC(=O)NC(=O)CN1C(=O)NC(c2ccccc2)(c2ccccc2)C1=O | ? | -15.4% | 16.9% | 1.2% | -3.3% | 13.0
CCc1ccc(NC(=O)CN2C(=O)C(=O)N(Cc3ccccc3)C2=O)cc1 | -0.1% | -4.8% | · | 5.7% | 5.3% | 31.7
O=C(NCc1ccccc1)C1c2ccccc2Oc2ccccc21 | ? | -56.1% | 5.9% | 1.1% | 0.3% | -9.8
NC(=O)c1ccc(C(=O)N/N=C/c2cccc(Oc3ccccc3)c2)cc1 | -14.6% | -36.3% | 5.9% | -18.8% | 3.0% | 9.0
Cc1ccccc1/C=C\c1nc2ccccc2c(=O)[nH]1 | -7.3% | -22.8% | -2.0% | · | 0.0% | 46.9
CC(=O)c1cccc(NC(=S)NC(=O)c2cccc(C)c2)c1 | -8.0% | -25.6% | 24.1% | 28.2µM* | -21.5% | -13.2
CC(C)CCNC(=O)C1CCC(CNc2c(N3CCCC3)c(=O)c2=O)CC1 (centres undefined) | 1.0% | -5.4% | 3.4% | -0.5% | 3.9% | -19.9
CC(C)(C)OC(=O)NCCc1nnc(SCc2c(Cl)cccc2Cl)o1 | -11.8% | 30.2% | -7.6% | -4.6% | 4.7% | 27.2
CCCc1nc2ccccc2n1CCOc1ccccc1 | -0.5% | 20.3% | -16.5% | 2.9% | 2.6% | 10.6
CC(C)c1ccc(NC(=O)C2CC(=O)Nc3nc4ccccc4n32)cc1 (centres undefined) | ? | -18.7% | 0.9% | -3.2% | 4.5% | -10.9
CCC(CC)C(=O)Nc1cccc(-c2nc3ncccn3c2C)c1 | 18.6% | · | · | 6.8% | · | -3.2
COc1cc(NS(=O)(=O)c2ccc3c(c2)CC(=O)N3)cc(OC)c1OC | -1.8% | · | · | 6.8% | · | -1.6
COc1ccc2ccccc2c1CNC(=O)CC1C(=O)NCCN1CC(C)(C)C (centres undefined) | 0.7% | 111.1%[activator] | 3.5% | -34.9% | -15.9% | 20.0
CCOC(=O)c1cc(C)sc1NC(=O)CSC1=NCCS1 | 4.0% | -29.6% | 34.7%[activator] | 4.3% | 3.9% | -14.4
CCS(=O)(=O)N1CCC2(CC1)OCCN2S(=O)(=O)c1ccc(OC)cc1 | 0.0% | -9.3% | 14.4% | -5.1% | · | -14.2
O=S(=O)(c1cnccc1N1CCN(/N=C/c2ccccc2)CC1)N1CCCCC1 | ? | 53.9%[activator] | -0.1% | -2.7% | -0.5% | -16.1
CCOC(=O)c1c(NC(=O)C2CCCO2)sc(C(N)=O)c1C (centres undefined) | -1.9% | -28.3% | 6.4% | -17.8% | 1.1% | -20.8
CCCCCn1c(=N)c(S(=O)(=O)c2ccc(Cl)cc2)cc2c(=O)n3cccc(C)c3nc21 | 1.0% | -13.6% | 5.8% | 4.3% | 3.8% | ·
CCOC(=O)c1ccc(CN(Cc2ccc(Cl)cc2Cl)S(=O)(=O)c2cccc(Cl)c2)cc1 | 5.4% | · | · | 10.1% | · | -17.6
OCC(Br)CBr (centres undefined) | -5.0% | -8.8% | 6.5% | -2.5% | · | 31.5
CCC(=O)N[C@@H]1CC(C(C)(C)NC(=O)CC)CC=C1C (some centres undefined) | ? | 1.6% | -12.5% | 6.5% | 4.4% | 19.2
CC(NC(=O)c1ccc(Br)o1)c1ccccc1 (centres undefined) | -9.8% | -13.1% | 1.0% | · | 1.8% | 16.2
CCOC(=O)c1c(C)oc2c1c(C(c1ccncc1)N1CCOCC1)c(O)c1ccccc12 (centres undefined) | -4.6% | 242.4%[activator] | ? | 1.26µM* | ? | 127.4
CN1CCN(C(CNC(=O)c2ccc(Br)o2)c2ccc(F)cc2)CC1 (centres undefined) | -16.8% | -15.0% | 11.5% | -4.2% | · | -15.0
COc1ccc(-n2c(CN3CCOCC3)nc3ccccc3c2=O)c(OC)c1 | -7.3% | 3.5% | 0.3% | -6.5% | -27.4% | 50.8
O=C(NCc1ccccc1)C1CC(=O)N(c2ccc(OCC(=O)N3CCCC3)cc2)C1 (centres undefined) | -5.9% | -15.4% | 13.9% | -5.8% | -3.0% | -14.3
Cc1cccc(C(=O)OCC(=O)c2ccc3c(c2)OCO3)c1O | -7.0% | -28.8% | -4.4% | 1.6% | 10.7% | 7.7
CCCCNC(=O)CSc1nc(N)c(C(=O)Nc2ccc(OC)cc2)s1 | 0.8% | -39.4% | 6.5% | -0.3% | 3.1% | 90.4
CCC(=O)Nc1sc(Cc2ccc3c(c2)OCO3)c(C)c1C(N)=O | 0.6% | -11.8% | 6.9% | -2.7% | -9.7% | -11.8

# Filtered by structure, the compounds so far with an aryl thioether with sulfur outside any ring (3)
SMILES | AmpC detergent | AmpC inh no detg | AMA1 RON2 block | Sm TGR block | FBPA Giardia inh | HCMV inh
O=C(Nc1ccc(SC(F)F)cc1)C1=CC=CN2CCS(=O)(=O)N=C12 | 3.4% | -17.0% | 0.7% | -3.9% | · | -35.4
CC(C)(C)OC(=O)NCCc1nnc(SCc2c(Cl)cccc2Cl)o1 | -11.8% | 30.2% | -7.6% | -4.6% | 4.7% | 27.2
CCCCNC(=O)CSc1nc(N)c(C(=O)Nc2ccc(OC)cc2)s1 | 0.8% | -39.4% | 6.5% | -0.3% | 3.1% | 90.4

# Additional results follow.
SMILES | AmpC detergent | AmpC inh no detg | AMA1 RON2 block | Sm TGR block | FBPA Giardia inh | HCMV inh
CN1/C(=C/C=C(C#N)C#N)C=Cc2ccccc21 | -0.2% | -6.1% | -3.7% | -2.1% | -6.8% | 0.0
Cc1cc(N2CCN(C)CC2)nc2ccc(NC(=S)NCCN3CCc4ccccc4C3)cc12 | 2.3% | 139.2%[activator] | -14.0% | -16.3% | -12.7% | ?
COc1ccc(NC(=S)NCC2CCN(c3ccc(OC)cc3)C2)cc1 (centres undefined) | ? | -11.2% | ? | -26.7% | -29.2% | -63.2*
CCOC(=O)c1c(C)[nH]c(CCC(=O)NCc2ccccc2C)c1C | 7.3% | · | · | 22.3% | · | 39.9
COc1ccccc1/C=C/C(=O)OCC(=O)NCc1ccc2c(c1)OCO2 | · | -26.2% | -3.0% | · | · | 1.4
CCCCOC(=O)c1ccc(NC(=O)C(=O)NCc2ccccn2)cc1 | -2.3% | -8.1% | 15.3% | 9.9% | 0.1% | -30.9
